High-throughput results as filed in PubChem.
Integrin act MD = activates integrin-mediated alleviation for muscular dystrophy. alpha7betagal myoblasts, beta-gal FDG fluorescence, 48 h. Potency, µM (highest dose often 38.3 µM), for the others: top-dose activation, usual class: activators. actives 0.064% (n = 350,000). AID 624291;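 further: potency means the concentration at half of the fitted maximal effect; 100% = response of the positive control SU9516; nearly all actives have a fitted effect of over 60% in size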
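Alpha7betagal+/- myoblasts (passage 13) were plated 16-24 hr, then exposed to compounds (1:260 dilution of DMSO stock) for 48 hours at 37C. After MPER lysis, β-galactosidase reporter activity was read as FDG fluorescence (ex 480/em 540) after 30 minutes.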
MBNL1-CUG inh = MBNL1-poly(CUG) RNA binding inhibition; Potency, µM (highest dose often 57.5 µM), for inactives: top-dose activity change, negative = inhibition, usual class: inhibitors; Q9NR56; TR-FRET MBNL1-His/biotin-(CUG)12 binding, 665/545 ratio; actives 0.036% (n = 280,000); active means well fitted inhibition curve with a large enough effect in the signal ratio, with a control signal flat, not every such curve was filed as active; inconclusive means small, poorly fitted or top-dose-only effect, or effect the other way, or a change in a side signal; inactive means no such curve, though single readings can be large or run the other way; the % refers to the signal ratio; further: potency means the concentration at half of the fitted maximal effect; on the % scale 0 is the no-effect control and ±100 the full control effect
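MBNL1-His + Biotin-(CUG)12, cpd titration 92 nM–58 uM; Tb anti-His Ab 0.055 ng/ul, SA-XL665 5 nM (final); 60 min RT; ratiometric 665/545 nm, Ex 340 nm; normalized to buffer and full-complex controls.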
AT treatment = candidate therapy for ataxia-telangiectasia. Potency, µM (series often up to 57.5 µM), for the others: top-dose activation, hits mostly activators. actives 0.19% (n = 320,000). […] A-T fibroblasts, KAP-1 phosphorylation AlphaLISA; neocarzinostatin DNA damage 30 min before lysis; further: potency means the concentration at half of the fitted maximal effect; % of control where 0% means no effect; nearly all actives have a fitted effect of over 45% in size
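hTERT-immortalized A-T patient fibroblasts ([…]), 500 cells/well in OPTI-MEM, 1% FBS, got compounds for 60 min, then NCS for 30 min at 37C. Lysates were then assayed for phospho-KAP-1 by AlphaLISA (anti-pKAP1 donor, anti-KAP1 acceptor beads), 6 hr at 25C.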
TRPV1 ag = activates the human vanilloid receptor TRPV1; Q8NER1; TRPV1-expressing cells, Fluo-8 calcium influx, agonist mode; activation, % at 8.33 µM; actives 0.19% (n = 320,000); AID 540275; in the data active means activation above about 80%; inconclusive means between about 30% and that limit; further: 0% is about no effect
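TRPV1-expressing cells were cultured overnight at 35.5C and loaded with Fluo-8 calcium dye for 40 to 90 min at room temperature. After a 10 s baseline, compound was added and calcium influx was read kinetically for 3 min (ex 480/em 520 nm).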
FBPA coupling cs = counter-screen for Giardia aldolase inhibitors: coupling enzyme system; AID 2472; actives 0.67% (n = 290,000); activity change, negative = inhibition, % at 58.2 µM, hits read low; coupling enzyme system counterscreen, AmpLite Red fluorescence; in the data active means activity change below about -30%; further: on the % scale 0 is the no-effect control and ±100 the full control effect
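Coupling enzymes only (glyceraldehyde-3-phosphate) + compound, at 57.5 uM final, 10 min RT; add substrate/coupling/AmpLite Red mix, 20 min RT; fluorescence ex 525/em 598 nm. Actives flag coupling-system interference.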
ASM inhibitor = inhibitors of human secretory acid sphingomyelinase; P17405; placental ASM, HMU-PC fluorogenic substrate, 60 min; Potency, µM (top dose mostly 57.5 µM), inactives show at the top dose activity change, negative = inhibition, hits mostly inhibitors; actives 0.006% (n = 340,000); AID 504937; further: potency means the concentration at half of the fitted maximal effect
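Human placenta-derived ASM enzyme was preincubated with compound for 10 minutes at room temperature, then given fluorogenic substrate HMU-PC0 (9 uM final) for 60 minutes at 37 °C; a pH 10 stop preceded fluorescence reading at Ex 386/Em 447 nm.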
CXXC DNA block = MLL CXXC-DNA interaction inhibition; MLL-CXXC / FITC-HOXA9 DNA fluorescence polarization; Potency, µM (titrated, usually from 115 µM), inactives show at the top dose activity change, negative = inhibition, usual class: inhibitors; actives 0.037% (n = 290,000); AID 2662; active means well fitted inhibition curve with a large enough effect in the polarisation, with a control signal flat, not every such curve was filed as active; inconclusive means small, poorly fitted or top-dose-only effect, or effect the other way, or a change in a side signal; inactive means no such curve, though single readings can be large or run the other way; the % refers to the polarisation; further: potency means the concentration at half of the fitted maximal effect
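Fluorescence polarization: 7 uM MLL-CXXC (stock) preincubated 5 min with compounds, then 50 nM fluorescein-HOX-A9 DNA (stock) added; 30 min ambient. Buffer 50 mM Tris-HCl pH 7.5, 50 mM NaCl, 1 mM DTT, 0.05% BSA.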
GALK inh = inhibitors of human galactokinase; P51570; Purified GALK, Kinase-Glo residual ATP luminescence; Potency, µM (top dose mostly 57.5 µM), for inactives: at the top dose activity change, negative = inhibition, most hits filed as inhibitors; actives 0.007% (n = 270,000); AID 1868; further: potency means the concentration at half of the fitted maximal effect; on the % scale 0 is the no-effect control and ±100 the full control effect
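GALK at 5 nM final was combined with compound, 35 uM ATP and 100 uM galactose in HEPES pH8.0 with MgCl2 and DTT. The reaction ran one hour at room temperature before luminescent ATP detection.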
KCNH2 3.1 block = KCNH2 3.1 (human) potassium channel inhibition. U2OS KCNH2 3.1, thallium flux FluxOr; active compounds read low. activity change, % (tested at about 1.8 µM). actives 0.95% (n = 340,000). AID 720553;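 active means maximum activity change below -70%; inconclusive means maximum activity change from -70% to -50%; inactive means maximum activity change above -50%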;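 further: thallium influx rate constant from kinetic fluorescence after stimulation buffer; on the % scale 0 is the no-effect control and ±100 the full control effect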
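Virally transduced U2OS (3.1 isoform, 4 h infection in dark at RT) → overnight 37 C → FluxOr + Red40 in HBSS/HEPES, 45 min → stimulation buffer, 2 min kinetic read → rate constant vs DMSO controls.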
hERG WT inh = KCNH2 (human, wildtype) channel inhibition | U2OS, BacMam KCNH2, thallium flux FluxOr; active compounds read low | activity change, % at 1.84 µM | actives 0.37% (n = 340,000);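 active means maximum activity change below -70%; inconclusive means maximum activity change between -70% and -50%; inactive means maximum activity change above -50%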; further: on the % scale 0 is the no-effect control and ±100 the full control effect
Target sequence (Q12809 whole entry, looked up): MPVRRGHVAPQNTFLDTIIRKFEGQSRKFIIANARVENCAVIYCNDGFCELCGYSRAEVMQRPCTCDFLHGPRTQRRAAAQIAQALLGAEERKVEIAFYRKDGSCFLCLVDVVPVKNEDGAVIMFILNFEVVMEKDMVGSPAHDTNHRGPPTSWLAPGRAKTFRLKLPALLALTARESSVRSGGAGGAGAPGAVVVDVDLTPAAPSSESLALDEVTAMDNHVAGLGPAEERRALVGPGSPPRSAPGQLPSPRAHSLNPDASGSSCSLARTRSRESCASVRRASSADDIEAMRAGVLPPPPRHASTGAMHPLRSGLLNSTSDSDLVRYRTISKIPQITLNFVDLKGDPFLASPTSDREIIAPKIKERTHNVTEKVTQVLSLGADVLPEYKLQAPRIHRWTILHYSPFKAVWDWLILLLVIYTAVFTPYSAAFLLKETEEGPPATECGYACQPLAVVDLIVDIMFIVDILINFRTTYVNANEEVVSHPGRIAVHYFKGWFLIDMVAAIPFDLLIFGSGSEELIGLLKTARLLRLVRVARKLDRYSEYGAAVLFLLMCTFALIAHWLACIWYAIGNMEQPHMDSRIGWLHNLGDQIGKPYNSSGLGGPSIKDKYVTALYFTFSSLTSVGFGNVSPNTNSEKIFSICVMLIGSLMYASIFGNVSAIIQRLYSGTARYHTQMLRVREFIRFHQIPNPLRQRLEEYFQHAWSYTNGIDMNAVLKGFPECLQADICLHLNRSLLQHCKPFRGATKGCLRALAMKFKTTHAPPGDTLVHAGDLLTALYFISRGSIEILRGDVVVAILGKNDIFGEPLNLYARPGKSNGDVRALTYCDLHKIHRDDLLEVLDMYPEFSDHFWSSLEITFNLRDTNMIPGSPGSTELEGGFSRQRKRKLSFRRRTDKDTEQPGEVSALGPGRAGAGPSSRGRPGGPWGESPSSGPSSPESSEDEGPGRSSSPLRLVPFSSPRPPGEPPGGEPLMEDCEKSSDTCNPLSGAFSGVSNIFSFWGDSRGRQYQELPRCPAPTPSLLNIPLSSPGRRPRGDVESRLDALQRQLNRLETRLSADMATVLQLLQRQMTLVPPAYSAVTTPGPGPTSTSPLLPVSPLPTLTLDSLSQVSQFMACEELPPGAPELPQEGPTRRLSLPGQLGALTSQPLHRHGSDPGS
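U2OS cells were transduced with wild-type KCNH2 virus (2.03 x 10^8 / mL) for 4 h at room temperature, then cultured overnight at 37 C. Thallium flux was read with FluxOr dye. Rate constants were normalized to DMSO controls.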
Active calls of the source: *; i = inactive; u = inconclusive; x = not tested or not shown; [ ] = remark or other dose. Unless noted, the call rests on the fitted dose curve; in most records, active means well fitted curve in the direction sought with a large enough effect; inconclusive means small, poorly fitted or top-dose-only effect, or another doubt; inactive means no such curve, though single readings can be large; an effect the other way counts as inactive or inconclusive. Outcome played no part in choosing rows. Share with any hit: about 2%.

SMILES	Integrin act MD	MBNL1-CUG inh	AT treatment	TRPV1 ag	FBPA coupling cs	ASM inhibitor	CXXC DNA block	GALK inh	KCNH2 3.1 block	hERG WT inh
O=C(NCc1ccccc1)c1onc(CSc2ccc(F)cc2)c1C(=O)NCCCN1CCOCC1	-6%	15%	2%	5	1	-2%	-13%	3%	-81*	u
CCOC(=O)N1CCN(C(=O)c2ccc(Cl)c(S(=O)(=O)Nc3ccccc3)c2)CC1	4%	8%	-3%	0	4	2%	15%	1%	-11	-8
CN1c2ccccc2Oc2nnc(Cl)cc21	2%	u	-3%	-3	-1	x	-16%	0%	-1	0
CCOC(=O)N(C)S(=O)(=O)c1ccccc1[N+](=O)[O-]	u	16%	14%	-1	0	4%	3%	-1%	25	1
O=c1/c(=C\c2ccc(F)cc2)sc2n1CCCN=2	-24%	u	-5%	8	-1	-1%	2%	-1%	4	4
Cc1ccc(SCc2c(C(=O)N/N=C/c3cccnc3)nnn2-c2nonc2N)cc1	-9%	14%	1%	u	-6	-8%	11%	4%	3	3
C=CCN1CCN(C(=O)c2ccc3c(c2)OCO3)CC1	8%	-2%	5%	0	x	3%	5%	-3%	11	-9
O=C(CCc1nnc(-c2ccccc2)o1)NCc1c(F)cccc1F	-11%	-6%	3%	0	1	0%	0%	10%	-33	-14
O=C(CCN1C(=O)c2ccccc2S1(=O)=O)Nc1ccc(C(=O)O)cc1	-2%	8%	3%	-1	1	-1%	x	x	-8	23
CCc1ccc(NC(=O)CCS(=O)(=O)c2cccc3nsnc23)cc1	-1%	u	x	6	-5	-2%	2%	1%	-9	3
C[C@H](CO)N1C[C@H](C)[C@@H](CN(C)C(=O)NC2CCCCC2)Oc2c(NC(=O)c3ccncc3)cccc2C1=O	10%	x	4%	x	x	-4%	x	x	21	2
Cc1ccccc1CN1CCC(n2nccc2NC(=O)CCOc2ccccc2)CC1	-7%	0%	-10%	7	x	-1%	11%	-1%	-1	9
CCOC(=O)C1CCC(CN(Cc2ccccc2C)S(=O)(=O)c2ccc([N+](=O)[O-])cc2)CC1 (stereo not given)	0%	-3%	-10%	-3	-5	-4%	10%	x	-9	20
CN(C)C(=O)N=NC(=O)N(C)C	x	x	-4%	-1	x	1%	x	x	-3	-13
Cc1cccc2c1N(CC(=O)OC(C)C)C(=O)C2=O	0%	-6%	8%	-3	-13	-1%	2%	-1%	11	5
O=C(Nc1nn[nH]n1)C12CC3CC(CC(C3)C1)C2	14%	-2%	4%	2	0	3%	3%	0%	14	3
COc1cc(NC(=O)c2cc3c(CO)cnc(C)c3oc2=Nc2cccc(C(N)=O)c2)cc(OC)c1	1%	2%	0%	1	4	-3%	-6%	1%	12	17
CC(C)[C@H](NC(=O)c1ccccc1F)C(=O)Nc1nc2c(s1)CCCC2	18%	x	-5%	0	0	9%	u	-1%	5	-1
COc1ccc(/C(C)=N/NC(=O)CNC(=O)C(c2ccccc2)c2ccccc2)c(OC)c1	u	1%	3%	1	2	-6%	7%	4%	-20	1
Cc1ccc(NC(=O)COc2ccc(Br)cc2CO)cc1S(=O)(=O)N1CCOCC1	0%	x	16%	x	x	-12%	x	x	0	3
COCCOC(=O)c1[nH]c2c(c1C)C(=O)CC(c1ccco1)C2 (stereo not given)	-2%	1%	-1%	2	-2	-2%	0%	3%	7	-4
COc1ccc(OC)c(NC(=O)NCCCCc2ccccc2)c1	-15%	-8%	1%	-11	4	-2%	3%	3%	x	6
COc1cccc(C2(O)C(=O)Nc3ccccc32)c1 (stereo not given)	19%	-9%	37%	2	-1	3%	3%	-2%	22	5
CC1=NN(c2ccccc2)C(=O)/C1=C\c1ccc(Oc2ccc([N+](=O)[O-])cc2[N+](=O)[O-])cc1	-46%[inhibitor]	u	-4%	-2	-16	-2%	7%	3%	22	-1
COc1cccc(Oc2ccc(C(F)(F)F)cc2NC(=O)C2=COCCO2)c1	-50%	-1%	1%	16	x	-2%	4%	-8%	-30	-17

Next compounds
SMILES	Integrin act MD	MBNL1-CUG inh	AT treatment	TRPV1 ag	FBPA coupling cs	ASM inhibitor	CXXC DNA block	GALK inh	KCNH2 3.1 block	hERG WT inh
O=C(CCN1C(=O)[C@@H]2Cc3ccccc3CN2C1=O)N[C@@H](Cc1ccccc1)C(=O)O	0%	4%	1%	2	3	0%	-13%	x	-3	2
CCN(CC)c1ccc(/C=N/NC(=O)Nc2nonc2N)cc1	17%	-23%	u	-9	-14	42%[activator]	5%	2%	4	-3
CCOc1ccc(NC(=O)CCS(=O)(=O)c2ccc3c(c2)CCCN3C(C)=O)cc1	16%	-1%	10%	-1	0	3%	10%	-4%	u	-3
CCn1c(=O)cc(SCC(=O)N2CCOCC2)c2ccccc21	18%	-2%	9%	-7	2	0%	9%	1%	-6	-33
O=C(Cc1cccs1)Nc1nnc(-c2ccccc2)s1	1%	9%	6%	3	2	2%	-5%	4%	-6	-25
CCOC(=O)/C(C#N)=N\Nc1cc(Cl)ccc1OC	-11%	-11%	10%	2	1	-1%	u	-4%	7	1
COc1ccc(N2CCN(C(=O)c3cc4c(s3)-c3ccccc3S(=O)(=O)C4)CC2)cc1	-15%	15%	-6%	-2	1	-17%	-12%	x	-6	0
Cc1cc(C(=O)CSc2nc3ccc(Cl)cc3[nH]2)c(C)n1CC1CCCO1 (stereo not given)	-43%	-6%	x	1	1	u	7%	5%	8	0
Cn1c(O)c(/C=C2\C=NN=C2c2ccccc2)sc1=S	-17%	28%	2%	-1	3	-10%	-8%	x	0	-6
COC(=O)c1c(NC(=O)CSc2nccn2C)sc(C)c1C	-16%	x	-8%	0	x	-5%	x	x	0	-39
Cc1cc(/N=C/C=C2\N(C)c3ccccc3C2(C)C)n(CCC#N)n1	-50%[inhibitor]	4%	-15%	27	-1	-18%	-2%	-2%	4	-10
CC1Cc2ccccc2N1C(=O)Cn1cc([N+](=O)[O-])ccc1=O (stereo not given)	-8%	x	0%	x	x	4%	x	x	0	5
Cc1ccc(-c2nnc3sc(-c4ccncc4)nn23)cc1	14%	6%	-3%	10	3	-5%	-3%	2%	0	-26
Cc1ccc(-c2noc(CNc3ccccc3)n2)cc1	12%[7.66 µM]	-8%	2%	10	0	0%	-1%	-2%	6	-18
Cc1c(OCC(=O)N2CCC[C@@H]2C(=O)O)ccc2c3c(c(=O)oc12)CCC3	7%	11%	24%	-2	4	1%	-10%	x	4	-5
Cc1nnc(SCSc2nnc(C)s2)s1	-8%	-22%	2%	2	2	5%	-1%	5%	13	8
CCOCc1cc(CN2CCC(CCC(=O)NC3CC3)CC2)ccc1OC	-21%	-3%	2%	0	1	-2%	0%	-3%	u	43
Cc1c(-c2nc3ccccc3[nH]2)cnn1C	2%	x	-1%	3	x	0%	x	x	1	-8
CCOC(=O)c1sc2nc(CSc3ccccc3Cl)[nH]c(=O)c2c1C	13%	0%	-14%	-5	4	4%	12%	0%	-7	-6
CCOCCCNC(=O)C1CCN(S(=O)(=O)c2ccc3nc4c(c(C(=O)O)c3c2)CCCCC4)CC1	15%	-5%	-1%	-2	2	0%	7%	-2%	-10	-12
COc1ccc(NC(=O)CCCc2c[nH]c3ccccc23)cc1OC	15%	-2%	-1%	20	-1	8%	9%	0%	8	i
CC(C)Cn1c(N)c(C=O)c(=O)[nH]c1=O	-21%	-3%	6%	1	0	0%	0%	-2%	-11	17
COc1ccc(-c2cc(C(=O)N3CCOCC3)no2)cc1OC	24%	-1%	6%	20	-1	3%	3%	0%	-6	-8
O=C(CS(=O)(=O)c1ccccc1)NCc1ccccc1	u	0%	3%	-1	0	3%	u	5%	2	-10
O=C(NCCN1CCCCC1)Nc1cccc(C(F)(F)F)c1	15%	-11%	5%	3	0	-2%	4%	-1%	-26	33

Further compounds follow:
SMILES	Integrin act MD	MBNL1-CUG inh	AT treatment	TRPV1 ag	FBPA coupling cs	ASM inhibitor	CXXC DNA block	GALK inh	KCNH2 3.1 block	hERG WT inh
NC(=O)C1CCN(Cc2cccc(OCc3ccccc3)c2)CC1	-4%	-16%	2%	6	-1	1%	3%	3%	0	6
Nc1nccc(SCc2ccc(Cl)cc2Cl)n1	-16%	x	x	x	x	16%	x	x	-2	6
CCNC(=O)Nc1ccc(OC)cc1OC	-36%[inhibitor]	-9%	2%	0	0	1%	9%	8%	18	x
CCOc1ccc(C(=O)N(CC(=O)Nc2cccc(C)c2C)CC2CCCO2)cc1OC (stereo not given)	-9%	x	-2%	1	x	0%	x	x	4	-14
COc1ccccc1-c1nnc2sc(COc3ccc(Cl)cc3Cl)nn12	-7%[7.66 µM]	61%[activator]	15%	-1	5	-25%	10%	-2%	-35	19
O=C(CSc1nccc(=O)[nH]1)Nc1ccc2c(c1)OCCO2	3%	-14%	5%	-1	4	14%	0%	-2%	7	21
